# Assay outcomes deposited in PubChem BioAssay by National Center for Advancing Translational Sciences (NCATS).
# GoLoco inh red: inhibitors of human Gai1-RGS12 GoLoco interaction (red fluorophore) | P63096 | Gai1:RGS12 GoLoco peptide FP, rhodamine, 10 min | Potency, µM (doses to about 61.6 µM), for the others: top-dose activity, negative = inhibition, actives largely listed as inhibitors | 0.44% of 230,000 active | AID 880; active = well fitted inhibition curve with a large enough effect, not every such curve was filed as active; inactive = no such curve, though single readings can be large or run the other way; also: % is scaled to controls: 0 for no effect and ±100 for the full control effect; nearly all actives have a fitted effect of over 30% in size; many of its hits are not listed in these tables
# Target sequence (P63096 whole entry, looked up): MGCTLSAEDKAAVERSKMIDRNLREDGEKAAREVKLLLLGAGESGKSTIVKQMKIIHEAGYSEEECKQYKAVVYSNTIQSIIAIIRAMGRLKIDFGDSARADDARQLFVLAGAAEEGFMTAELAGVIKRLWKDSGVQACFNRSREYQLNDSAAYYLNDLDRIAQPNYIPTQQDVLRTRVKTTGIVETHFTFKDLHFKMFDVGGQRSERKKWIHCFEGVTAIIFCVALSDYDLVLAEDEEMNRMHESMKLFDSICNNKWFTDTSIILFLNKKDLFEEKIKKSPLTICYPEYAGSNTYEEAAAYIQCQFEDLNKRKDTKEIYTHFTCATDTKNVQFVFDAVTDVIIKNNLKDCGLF
# HTT aggregate: mutant huntingtin aggregation inhibition; Potency, µM (highest dose often 46.1 µM), for inactives: at the highest dose activity change, negative = inhibition, actives largely listed as inhibitors; PC12 HttQ103-GFP aggregates, Acumen cytometry, 40 h; 1.1% of 220,000 active; also: % is scaled to controls: 0 for no effect and ±100 for the full control effect; nearly all actives have a fitted effect of over 60% in size
#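 Quantitative HTS on tebufenozide-induced (100 nM) PC12 cells stably expressing polyQ103 Huntingtin exon 1–GFP. Reduction of bright GFP aggregates, detected by laser scanning cytometry after lysis, identified actives across the titration.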
# GAA glycogen: inhibitors or activators of human alpha-glucosidase glycogen cleavage | P10253 | recombinant GAA, glycogen substrate, Amplex Red glucose oxidase fluorescence | Potency, µM (doses to about 76.4 µM), inactives show top-dose activity change, negative = inhibition, actives largely listed as inhibitors | 0.38% of 300,000 active | AID 2100;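 also: 0% = full enzyme reaction and -100% = no-enzyme basal signal; the screen sought inhibitors and activators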
#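 Natural-substrate format: glycogen cleavage by 4 nM human enzyme, glucose read by Amplex Red coupling (Ex 573, Em 610 nm). Normalized to enzyme and no-enzyme controls.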
# IMPase Li cell: cell-permeable IMPase inhibitors with lithium potentiation; CHO-M1 cells, IP1 TR-FRET (IP-One), carbachol + lithium; Potency, µM (doses to about 59.4 µM), inactives show at the highest dose activity, negative = IMPase inhibition, actives largely listed as inhibitors; 0.35% of 210,000 active;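 also: IP1 builds up when IMPase is blocked and the TR-FRET signal falls; plate controls were basal vehicle for no effect and high inhibitor control for full effect; nearly all actives have a fitted effect of over 50% in size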
#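 Readout is a homogeneous TR-FRET IP1 immunoassay (Ex 320, Em 665 and 620), where raised cytosolic IP1 lowers signal. Cells were CHO-M1 treated 30 min at 37C with test compounds plus a little lithium; AC50 values came from Hill-equation fitting.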
# GAA inhib: inhibitors of human lysosomal alpha-glucosidase; purified human GAA, 4-MU-alpha-glucoside fluorescence; 0.005% of 200,000 active; Potency, µM (titrated, usually from 76.9 µM), for inactives: at the top dose activity change, negative = inhibition, actives largely listed as inhibitors; P10253;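 also: plate controls were uninhibited enzyme wells for no effect and no-enzyme background for full effect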
#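 Human enzyme at 4 nM with 400 uM 4-methylumbelliferyl-alpha-D-pyranoside, citrate/phosphate buffer pH 5.0, 0.005% Tween-20, 20 min at room temperature. Compounds up to 77 uM. 4-MU fluorescence (Ex 365/Em 440) read after NaOH/glycine stop; AC50 from Hill fit.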
# HTT cytoprotect: Huntington cell model cytoprotection by ATP luminescence; PC12 HTT-Q103 induced, cytoprotection, ATP luminescence, 40 h; Potency, µM (doses to about 56.4 µM), without a hit: cytoprotection (ATP increase), most hits filed as activators; 0.14% of 230,000 active; AID 1471;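 also: % of control where 0% means no effect; nearly all actives have a fitted effect of over 45% in size; toxic huntingtin expression switched on by the ecdysone agonist tebufenozide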
#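 Cells were plated at 1500 per well in phenol red-free DMEM with 5% equine and 5% calf serum. Tebufenozide (100 nM final) and compounds were added, then ATPlite reagent, and luminescence was read.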
# aGlu spleen mod: inhibitors or activators of human alpha-glucosidase in spleen homogenate; P10253; human spleen homogenate, 4-MU-alpha-glucoside fluorescence; Potency, µM (top dose mostly 79.9 µM), inactives show top-dose activity change, negative = inhibition, actives largely listed as inhibitors; 0.006% of 240,000 active; AID 2112;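 also: 0% = enzyme with vehicle and -100% = no enzyme basal signal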
#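 AC50 values come from Hill-equation fits of concentration-response data, normalized to no-enzyme and full-activity controls. Enzyme source: 1 ug human spleen homogenate; 1 mM fluorogenic 4-MU glucoside, pH 5.0 citrate buffer, 37 C, 40 min.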
# Active calls of the source: *; ? = inconclusive; . = no result given; [ ] = another dose, or the depositor's remark. Unless noted, calls follow the shape of the dose curve; as a rule, active = well fitted curve in the direction sought with a large enough effect; inconclusive = small, poorly fitted or top-dose-only effect, or another doubt; inactive = no such curve, though single readings can be large; an effect the other way counts as inactive or inconclusive. Potency is read from the fitted curve at half-maximal effect.
# The first 2 entries, ahead of the listing:
1) COc1ccc(C2SCCN2S(=O)(=O)c2ccccc2)cc1OC (centres undefined)
2) CN(N=O)C(=O)N[C@H]1C(O)C(O)C(CO)O[C@@H]1O (some centres undefined)
entry no.,1,2
GoLoco inh red,-2%,20µM*
HTT aggregate,-23%,.
GAA glycogen,1%,.
IMPase Li cell,17%[38.3 µM],32%[activator]
GAA inhib,10%,.
HTT cytoprotect,0%,-40%[inhibitor]
aGlu spleen mod,-1%,-6%

# All compounds of this part, from the start:
1) COc1ccc(C2SCCN2S(=O)(=O)c2ccccc2)cc1OC (centres undefined)
2) CN(N=O)C(=O)N[C@H]1C(O)C(O)C(CO)O[C@@H]1O (some centres undefined)
3) C=CCc1c(C)nc2c(C(=O)O)cnn2c1C
4) Nc1nc2n(n1)C(c1ccco1)CC(c1ccc(Cl)c(Cl)c1)N2 (centres undefined)
5) O=C(NN1C(=O)CSC1=S)C(=O)NN1C(=O)CSC1=S
6) O=C(c1ccco1)N1CCN(Cc2nc3ccc([N+](=O)[O-])cc3c(=O)n2-c2ccccc2F)CC1
entry no.,1,2,3,4,5,6
GoLoco inh red,-2%,20µM*,4%,4%,-1%,4%
HTT aggregate,-23%,.,-13%,-2%,-5%,13%[9.22 µM]
GAA glycogen,1%,.,2%,-13%,-2%,-13%
IMPase Li cell,17%[38.3 µM],32%[activator],-10%[38.3 µM],-9%[38.3 µM],5%,22%[38.3 µM]
GAA inhib,10%,.,?,-5%,-2%,-14%
HTT cytoprotect,0%,-40%[inhibitor],-15%[0.074 µM],-5%,25%,-7%
aGlu spleen mod,-1%,-6%,-5%,6%,2%,1%

# A different layout for two compounds above.
no.	compound	GoLoco inh red	HTT aggregate	GAA glycogen	IMPase Li cell	GAA inhib	HTT cytoprotect	aGlu spleen mod
2	CN(N=O)C(=O)N[C@H]1C(O)C(O)C(CO)O[C@@H]1O (some centres undefined)	20µM*	.	.	32%[activator]	.	-40%[inhibitor]	-6%
1	COc1ccc(C2SCCN2S(=O)(=O)c2ccccc2)cc1OC (centres undefined)	-2%	-23%	1%	17%[38.3 µM]	10%	0%	-1%

# Additional results:
7) CCNS(=O)(=O)c1ccc(CCC(=O)Nc2ccccc2)cc1
8) CC1CCCC(C)N1S(=O)(=O)c1ccc(S(=O)(=O)NCCc2ccncc2)cc1 (centres undefined)
9) Oc1ccc(N=C/C=C/c2ccc(Br)cc2)cc1-c1nc2ccccc2s1
10) O=C(c1cccs1)N1N=C(c2ccccc2)CC1c1ccccc1 (centres undefined)
11) COc1ccc(NC(=O)CCN2CCCC2)c(OC)c1
12) CCn1c(SCC(=O)Nc2nonc2C)nnc1-c1ccco1
entry no.,7,8,9,10,11,12
GoLoco inh red,9%,10%,82%[activator],7%,12%,2%
HTT aggregate,8%,-4%,6%,?,-6%,11%
GAA glycogen,0%,5%,?,1%,8%,-6%
IMPase Li cell,-3%,12%,14%,19%,1%,18%[38.3 µM]
GAA inhib,-6%,-6%,-1%,3%,-1%,6%
HTT cytoprotect,23%,3%[1.9 µM],?,7%[10 µM],-1%[10 µM],-30%
aGlu spleen mod,5%,3%,-2%,-9%,-1%,4%

13) CCOC(=O)C1(Cc2ccccc2)CCN(Cc2cccc(OC)c2O)CC1
14) FC(F)(F)c1cc(-c2ccco2)nc(N2CCN(c3ccccc3)CC2)n1
15) COCCn1c(=O)[nH]c2cc(C(=O)NCC3CCCO3)ccc2c1=O (centres undefined)
16) CC(=O)Nc1ccc(S(=O)(=O)n2cnc3cc(C)c(C)cc32)cc1
17) O=C(c1cc(C(F)(F)F)cc(C(F)(F)F)c1)N1CCC[C@@]2(CCN(c3ccccc3)C2)C1
18) Fc1ccc(CSc2nc3ncc(Br)cc3[nH]2)cc1
entry no.,13,14,15,16,17,18
GoLoco inh red,7%,-2%,6%,2%,13%,34%[activator]
HTT aggregate,-9%[9.22 µM],12%,4%,-26%,.,5%
GAA glycogen,-11%,8%,0%,-8%,.,-2%
IMPase Li cell,15%,42%[activator][38.3 µM],-2%[38.3 µM],-5%[38.3 µM],7%,14µM*
GAA inhib,2%,6%,?,2%,.,-6%
HTT cytoprotect,19%[10 µM],6%,-28%,-2%,9%,13%
aGlu spleen mod,0%,-2%,24%,-3%,-12%,-4%

19) COc1ccc(CCN2CC3=C(C2=O)C(c2ccccc2)NC(=O)N3C)cc1OC (centres undefined)
20) Cc1ccc(S(=O)(=O)CCC(=O)NCc2ccccc2)cc1
21) COc1ccc(S(=O)(=O)NCCSc2ccccc2)cc1OC
22) COc1ccc(NC(=S)Nc2ccc3nc(C)c(C)nc3c2)cc1
23) O=C1C=C(NCc2ccc3c(c2)OCO3)CC(c2ccccc2)C1 (centres undefined)
24) Cc1ccc2nc(N(CCCN(C)C)C(=O)COc3ccc(Cl)cc3)sc2c1
entry no.,19,20,21,22,23,24
GoLoco inh red,4%,-7%,4%,-1%,3%,-2%
HTT aggregate,-2%,-10%,-19%,-2%,6%[9.22 µM],33%
GAA glycogen,0%,-8%,-4%,-21%,7%,3%
IMPase Li cell,22%[38.3 µM],-4%,2%[38.3 µM],4%[38.3 µM],5%,5%
GAA inhib,-5%,3%,-2%,?,3%,-10%
HTT cytoprotect,-13%,.,-12%,5%,14%[10 µM],-29%
aGlu spleen mod,-2%,2%,5%,-4%,1%,0%

25) CC(=O)C1=C(C)NC(SCc2cccc([N+](=O)[O-])c2)=C(C#N)C1c1ccco1 (centres undefined)
26) Cn1c(=O)[nH]c2cc3ccccc3cc21
27) COc1ccc(OC2OC3COC(C)(C)OC3C(O)C2NC(C)=O)cc1 (centres undefined)
28) O=C(O)c1cccc(S(=O)(=O)N2CCOCC2)c1
29) CCOc1ccc(NC(=O)CCC(=O)NNS(=O)(=O)c2ccccc2[N+](=O)[O-])cc1
30) Cc1cccc(N(CC(=O)NCCSc2nc3ccccc3s2)S(=O)(=O)c2ccccc2)c1
entry no.,25,26,27,28,29,30
GoLoco inh red,-1%,0%,2%,2%,8%,5%
HTT aggregate,6%,-4%,2%,-14%,31%[9.22 µM],-4%
GAA glycogen,-7%,1%,-1%,3%,-4%,0%
IMPase Li cell,12%[38.3 µM],-4%,-5%,5%[38.3 µM],0%,15%
GAA inhib,?,5%,-3%,-10%,5%,-32%
HTT cytoprotect,-5%,-16%[1.9 µM],12%[10 µM],-5%,31%[10 µM],12%[10 µM]
aGlu spleen mod,-2%,-11%,1%,-1%,-4%,-3%

31) COc1cccc(CNC(=O)C(Cc2ccccc2)n2cccc2)c1 (centres undefined)
32) CCCC(=O)Nc1c(-c2ccccc2)c(=O)c(C)nn1-c1ccccc1
33) OC[C@@H](O)[C@@H](O[C@H]1O[C@H](CO)[C@@H](O)[C@H](O)[C@H]1O)[C@H](O)[C@@H](O)CO
34) COCCNC(=O)CCC(=O)NNc1nc2ccccc2c2nc(-c3ccccc3)nn12
35) NC1=C(O)C(=O)[C@H](c2c[nH]c3ccc(OCc4ccccc4)cc23)O1
36) CCC(=O)NC1=C(C#N)C2(CCCC2)Cc2ccccc21
entry no.,31,32,33,34,35,36
GoLoco inh red,12%,19%,12%,21%,0%[14.2 µM],5%
HTT aggregate,2%[9.22 µM],14%[9.22 µM],.,-8%,.,-1%
GAA glycogen,-4%,-2%,5%,?,.,4%
IMPase Li cell,.,.,.,10%,0%,-2%[38.3 µM]
GAA inhib,.,.,-3%[15.4 µM],-7%,.,-1%
HTT cytoprotect,9%[10 µM],32%[10 µM],.,-52%,-20%[10 µM],-8%
aGlu spleen mod,-2%,0%,-10%,-8%,.,8%

37) O=C(CSc1nc2c(cnn2-c2ccc(F)cc2)c(=O)[nH]1)N1N=C(c2cccs2)CC1c1ccc(F)cc1 (centres undefined)
38) CSc1cccc(NC(=O)c2ccccn2)c1
39) Cn1c(O)c(N=Nc2ccc(F)cc2)c2ccccc21
40) CN(C)c1ccc(NC(=O)COC(=O)c2cc(=O)c3ccccc3o2)cc1
41) CCN(CC)CCN1C(=O)C(=O)/C(=C(/O)c2ccc(Cl)cc2)C1c1ccncc1 (centres undefined)
42) Cc1c(C(=O)NNS(=O)(=O)c2ccccc2Cl)sc(=S)n1C
43) Nc1cc2c([N+](=O)[O-])cccc2o1
44) Clc1ccc(C2=Nn3c(nnc3-c3cccs3)SC2)cc1
entry no.,37,38,39,40,41,42,43,44
GoLoco inh red,11%,3%,-14%,-15%,6%,4%,16%,42%[activator]
HTT aggregate,-1%,11%,-2%,6%,11%,0%,-3%,6%
GAA glycogen,-2%,4%,-25%,1%,5%,-5%,?,-2%
IMPase Li cell,5%,-3%,4%,-2%,-3%,-3%,12%[38.3 µM],-1%
GAA inhib,-5%,-8%,-5%,-3%,-1%,-1%,6%,0%
HTT cytoprotect,.,-50%[inhibitor],7%[10 µM],17%[10 µM],8%[10 µM],.,22%,5%[10 µM]
aGlu spleen mod,4%,0%,-15%,-1%,0%,-6%,-5%,-2%

# Copied from the list:
# HTT cytoprotect, `Nc1cc2c([N+](=O)[O-])cccc2o1` is entered as 22%
# GAA glycogen, `Clc1ccc(C2=Nn3c(nnc3-c3cccs3)SC2)cc1` is entered as -2%
# GoLoco inh red, `CCN(CC)CCN1C(=O)C(=O)/C(=C(/O)c2ccc(Cl)cc2)C1c1ccncc1` (centres undefined) is entered as 6%
# aGlu spleen mod, `Cc1c(C(=O)NNS(=O)(=O)c2ccccc2Cl)sc(=S)n1C` is entered as -6%

# Some of the compounds tested; rates above refer to the full screens.
